Cneo AK release: causes C. neoformans cell lysis. adenylate kinase release luminescence, 4 h; normalised: neutral wells 0, clomiphene wells 100. lysis activity, % at 15 µM. hit rate 0.2% among 360,000. AID 651654;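 active means mean lysis activity across replicates of at least 80%, whatever share of replicates individually reach that level; inactive means mean lysis activity below 80%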
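Test system: log-phase Cryptococcus neoformans yeast cells; Quantity: yeast cell density of 5 × 10^6 cells/mL; Buffer or medium: YPD; Doses: single compound concentration per well; Timing: 4 h at 37 °C static, read 1 h later; Measured by: AK luminescence; Read-out basis: lysis from increased AK signal; Control set: Clomiphene as positive control.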
C2C12 statin: suppressors of simvastatin-induced myotoxicity in C2C12 myotubes | ATP luminescence, 48 h; scaled: DMSO 0, geranylgeraniol control 100 | rescue of ATP level, % at 7.49 µM | hit rate 0.78% among 330,000;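 active means mean ATP rescue above about 67%, or every replicate alone reaching that limit, limit read from the data, passing the limit was not always enough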;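 further: myotubes were challenged with 10 µM simvastatin during compound exposure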
miR122 inh: inhibitors of miR-122 in Huh7 cells; Huh7 miR-122 Renilla luciferase sensor, 48 h; neutral wells = 0, positive control = 100; activation (reporter increase), % at 12.5 µM; hit rate 0.3% among 340,000;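 active means mean replicate activation score at least 90 and every replicate individually at or above 90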;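 further: higher luciferase means less miR-122 activity so hits act as miR-122 inhibitors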
esBAF inh: SWI/SNF esBAF complex inhibition. reporter increase, % at 12.5 µM. mouse ES cells, Bmi1-luciferase knock-in reporter, 24 h; 100% = twice the neutral-well signal. hit rate 2% among 350,000; in the data active means activation above about 40%;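 further: 0% = median of the plate's neutral control wells and 100% = double that signal; a rise in the Bmi1 reporter signal indicates esBAF inhibition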
SIRT5 block: inhibitors of human sirtuin-5 desuccinylase; AID 652115; Q9NXA8; hit rate 1.1% among 330,000; Purified SirT5, succinyl-peptide AMC, trypsin-coupled fluorescence; inhibition, % at 15 µM; in the data active means inhibition above about 15%
Target sequence (Q9NXA8 whole entry, looked up): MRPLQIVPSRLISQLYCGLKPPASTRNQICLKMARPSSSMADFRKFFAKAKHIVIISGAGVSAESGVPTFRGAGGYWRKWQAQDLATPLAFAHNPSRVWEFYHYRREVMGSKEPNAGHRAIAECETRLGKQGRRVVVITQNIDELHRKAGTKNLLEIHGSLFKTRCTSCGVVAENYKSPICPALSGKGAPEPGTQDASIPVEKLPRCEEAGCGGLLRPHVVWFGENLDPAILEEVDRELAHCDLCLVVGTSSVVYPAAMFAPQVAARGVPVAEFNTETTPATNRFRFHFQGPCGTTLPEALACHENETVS
ERp5 block: ERp5 (human) disulfide isomerase inhibition. hit rate 0.05% among 350,000. AID 651711. ERp5 insulin aggregation, absorbance 650 nm, 90 min. inhibition, % at 9.99 µM. Q15084;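 active means mean replicate inhibition above about 25%, with every replicate also reaching it, limit read from the data, passing the limit was not always enough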
Target sequence (Q15084 whole entry, looked up): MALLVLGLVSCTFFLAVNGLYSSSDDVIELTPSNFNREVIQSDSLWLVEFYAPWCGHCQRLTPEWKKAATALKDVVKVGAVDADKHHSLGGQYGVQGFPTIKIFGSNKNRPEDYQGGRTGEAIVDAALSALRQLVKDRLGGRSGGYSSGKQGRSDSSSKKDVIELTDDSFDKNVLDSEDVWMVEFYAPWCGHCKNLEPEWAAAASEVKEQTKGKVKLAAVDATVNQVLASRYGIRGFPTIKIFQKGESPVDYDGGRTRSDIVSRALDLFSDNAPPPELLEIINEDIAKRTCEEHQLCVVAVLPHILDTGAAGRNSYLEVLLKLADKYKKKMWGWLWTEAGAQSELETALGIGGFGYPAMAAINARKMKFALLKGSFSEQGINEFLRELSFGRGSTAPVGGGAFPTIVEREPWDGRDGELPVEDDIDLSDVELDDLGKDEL
ARNT-TACC3 inh: ARNT/TACC3 interaction disruption | Q9Y6A5 | AlphaScreen His-ARNT PAS-B/GST-TACC3 binding, luminescence; TACC3 fragment carries E629A point mutation | inhibition, % at 9.99 µM | hit rate 0.66% among 390,000;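 active means mean inhibition of replicates at least 50% and at least half of replicates each reaching 50%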;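 further: 0% = complete ARNT plus TACC3 wells and 100% = ARNT alone without TACC3; many hits fall short of the cut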
Numbers without * were called inactive; / = not tested or not shown; [ ] = remark or other dose.

(1) Cc1cc(C)n(C(=O)c2cccc([N+](=O)[O-])c2)n1
(2) O=C(N/N=C/c1cccc(NC(=O)c2ccc(Cl)cc2)c1)c1cccc(O)c1
(3) Cc1ccc([C@H]2C[C@H](n3cc(C4CC4)nn3)[C@@H](O)CN2Cc2cccs2)cc1
(4) C[C@H](CO)N1C[C@H](C)[C@H](CN(C)C(=O)c2ccc(F)cc2)OCc2ccccc2-c2c(n(C)c3ccccc23)C1=O
(5) Cc1ccsc1-c1n[nH]c(=S)n1CC(C)C
(6) C[C@@H]1CN([C@H](C)CO)C(=O)Cc2cc(NC(=O)C3CC3)ccc2O[C@H]1CN(C)Cc1ccc(Cl)c(Cl)c1
(7) CCC1(c2ccccc2)NC(=O)N(CC(=O)NNC(=O)c2ccoc2C)C1=O (stereo not drawn)
(8) CC(Oc1ccccc1)C(=O)OCC(=O)Nc1sccc1C(N)=O (stereo not drawn)
assay / compound	1	2	3	4	5	6	7	8
Cneo AK release	1	-4	0	-1	-1	-1	/	-2
C2C12 statin	-7	-9	5	-20	/	1	/	-4
miR122 inh	-3	28	0	/	3	-4[16.7 µM]	/	11
esBAF inh	-3	17	11	-6	/	1	/	2
SIRT5 block	-1	10	0	-4	/	5	1	6
ERp5 block	-2	-3	5	-3	/	13	-3	1
ARNT-TACC3 inh	-5	-4	/	-13	1	20	-2	4

A different layout for 4 compounds above.
Below each compound – Cneo AK release	C2C12 statin	miR122 inh	esBAF inh	SIRT5 block	ERp5 block	ARNT-TACC3 inh
1	Cc1cc(C)n(C(=O)c2cccc([N+](=O)[O-])c2)n1
  1	-7	-3	-3	-1	-2	-5
2	O=C(N/N=C/c1cccc(NC(=O)c2ccc(Cl)cc2)c1)c1cccc(O)c1
  -4	-9	28	17	10	-3	-4
3	Cc1ccc([C@H]2C[C@H](n3cc(C4CC4)nn3)[C@@H](O)CN2Cc2cccs2)cc1
  0	5	0	11	0	5	/
4	C[C@H](CO)N1C[C@H](C)[C@H](CN(C)C(=O)c2ccc(F)cc2)OCc2ccccc2-c2c(n(C)c3ccccc23)C1=O
  -1	-20	/	-6	-4	-3	-13

(continued)
(9) CCCCCCCNC(=O)C1(CC2CC(c3ccc(Cl)cc3)=NO2)CCN(C(=O)c2cc(OCC)c(OCC)c(OCC)c2)CC1 (stereo not drawn)
(10) Cc1nn(C(C)C(=O)N2CCN(c3ccccn3)CC2)c(=O)c2cc3occc3n12 (stereo not drawn)
(11) O=C(C[C@H]1C[C@@H]2c3cc(NC(=O)c4ccc5c(c4)OCO5)ccc3O[C@@H]2[C@@H](CO)O1)NCc1ccc(Oc2ccccc2)cc1
(12) O=C(Nc1ccc(F)cc1)N[C@H]1C=C[C@H](CC(=O)N2CCOCC2)O[C@H]1CO
(13) COc1ccc(NC(=O)CC2C(=O)N(Cc3cccs3)C(=S)N2C(C)C)cc1 (stereo not drawn)
(14) COc1ccccc1CNC(=O)CCNC(=O)Cn1cnc2ccccc2c1=O
(15) O=C(O)CC(C(=O)O)c1ccc(OCCCCOc2ccc(C(CC(=O)O)C(=O)O)cc2)cc1 (stereo not drawn)
(16) COc1ccc(C2C(C(C)=O)=C(O)C(=O)N2c2ccc(F)cc2)cc1 (stereo not drawn)
assay / compound	9	10	11	12	13	14	15	16
Cneo AK release	2	0	-3	4	-1	-1	1	0
C2C12 statin	21	7	-3	-5	3	-14	7	-6
miR122 inh	/	-6	2[16.7 µM]	-1[16.7 µM]	-2	4	-4	-1
esBAF inh	5	4	4	-7	-6	-3	-2	-4
SIRT5 block	/	/	14	-1	31*	/	3	-2
ERp5 block	1	/	2	0	1	/	9	4
ARNT-TACC3 inh	-1	-9	13	/	3	-12	2	-21

(17) CCC1CCCCN1C(=O)COc1ccc(F)cc1 (stereo not drawn)
(18) COc1ccccc1-c1ccc([C@@H]2[C@@H](CO)N(C(=O)C3CCOCC3)[C@H]2C#N)cc1
(19) C[C@@H]1CN([C@@H](C)CO)C(=O)c2cccc(NC(=O)C3CC3)c2O[C@@H]1CN(C)S(=O)(=O)c1cn(C)cn1
(20) COc1ccccc1C(CNC(=O)CNC(=O)c1ccccc1Cl)N1CCCC1 (stereo not drawn)
(21) CCOc1ccc(S(=O)(=O)Nc2ccc(C(=O)NCc3ccncc3)cc2)cc1
(22) S=C(NCCc1cccc(Cl)c1)NC1CCCCC1
(23) Cc1cc(/C=N/NC(=O)c2c(Br)cnn2C)c(C)n1-c1cccc(Br)c1
(24) COc1ccc(C2=NN(C(=O)COc3ncnc4ccccc34)C(c3ccco3)C2)cc1 (stereo not drawn)
assay / compound	17	18	19	20	21	22	23	24
Cneo AK release	-1	0	-3	5	-1	88*	/	/
C2C12 statin	4	-6	-15	-3	4	-10	/	/
miR122 inh	-5	/	0[16.7 µM]	1	-1	49	/	/
esBAF inh	2	-2	4	2	-3	66*	/	/
SIRT5 block	-5	2	0	-1	1	3	-1	4
ERp5 block	4	16	-1	4	-11	-6	-3	3
ARNT-TACC3 inh	2	14	-5	/	-45	2	12	7

(25) O=C(O)CCSCC(=O)Nc1c(C(=O)C2CC2)oc2ccccc12
(26) Cc1ccc(-c2nc3ccccn3c2C=O)cc1
(27) Cc1cc([N+](=O)[O-])nn1CCC(=O)Nc1nccs1
(28) CCCCCCc1ccc(N2C[C@H](CCCCC)[C@@H](CC(=O)NCc3ccccc3)C2=O)cc1
(29) C/C(CC(=O)Nc1ccc(F)cc1)=N\NC(=O)Cc1csc(N)n1
(30) C[C@@H]1CN([C@H](C)CO)C(=O)c2cc(NS(=O)(=O)c3ccc(F)cc3)ccc2O[C@@H]1CN(C)C(=O)NC1CCCCC1
(31) CCOCCCNC(=O)c1ccc2c(c1)ncn2-c1cccc(C)c1
(32) CCOC(=O)N1CCN(C(=O)c2ccc3c(c2)NC(=O)/C(=C\c2ccc(OC)c(OC)c2)S3)CC1
assay / compound	25	26	27	28	29	30	31	32
Cneo AK release	-1	/	/	0	1	10	0	2
C2C12 statin	4	/	/	30	2	11	-15	-46
miR122 inh	2	/	/	-1	1	18[16.7 µM]	-7	-4
esBAF inh	-1	/	/	-3	-4	4	-10	4
SIRT5 block	/	-2	-3	6	-5	-3	-4	-2
ERp5 block	/	5	0	-7	4	-2	2	-1
ARNT-TACC3 inh	-6	-18	6	-8	2	-2	38	2

Entries from the list above that have a nitro group on carbon, in the order listed:
(1) Cc1cc(C)n(C(=O)c2cccc([N+](=O)[O-])c2)n1
(27) Cc1cc([N+](=O)[O-])nn1CCC(=O)Nc1nccs1
assay / compound	1	27
Cneo AK release	1	/
C2C12 statin	-7	/
miR122 inh	-3	/
esBAF inh	-3	/
SIRT5 block	-1	-3
ERp5 block	-2	0
ARNT-TACC3 inh	-5	6

Later entries
(33) COc1ccc(S(=O)(=O)N2CCCCC2)cc1NC(=O)CN(Cc1ccco1)Cc1ccco1
(34) C/C=C/c1cnc2c(c1)C(=O)N([C@H](C)CO)C[C@@H](C)[C@@H](CN(C)C(=O)CN1CCOCC1)O2
(35) C/C(=N\N=c1/sc2ccccc2n1C)c1ccc(N2CCOCC2)cc1
(36) COCCNC(=O)c1onc(CSc2ccccc2)c1C(=O)O
(37) COc1ccc(CNC(=O)COC(=O)/C=C/c2ccco2)cc1
(38) CCN(C[C@H]1N[C@@H](CO)[C@@H]1c1ccccc1)C(=O)c1ccncc1
(39) O=C(CCCCCn1c(=S)[nH]c2ccc(N3CCOCC3)cc2c1=O)NCc1ccccc1
(40) CCCNC(=O)Cc1c(C)oc2ccccc12
assay / compound	33	34	35	36	37	38	39	40
Cneo AK release	-1	-7	/	0	-1	2	4	/
C2C12 statin	-31	-4	2	5	4	-5	-27	/
miR122 inh	5	-2[16.7 µM]	/	/	-14	-8[16.7 µM]	-13	/
esBAF inh	-23	5	4	4	-3	-5	3	/
SIRT5 block	-2	-1	-2	/	-1	-5	0	-3
ERp5 block	1	0	4	4	-3	-2	-1	0
ARNT-TACC3 inh	-1	22	-5	-3	-1	-10	-6	-4

(41) O=C(NCc1ccccc1)c1onc(CSc2ccncc2)c1C(=O)NCc1ccccc1
(42) COc1cccc(CN(C)C(=O)/C=C/c2ccc(S(=O)(=O)N3CCCCCC3)cc2)c1
(43) CC(C)n1nc(C(=O)NCCCN2CCCC2=O)c2ccccc2c1=O
(44) CN(C)C(=O)C[C@H]1CC[C@H]2[C@H](COc3ccc(NC(=O)Nc4cccc(Cl)c4)cc3C(=O)N2C)O1
(45) COc1ccccc1-c1oc2ccccc2c1-c1ccc2cc[nH]c2c1
(46) C[C@@H]1CCCCO[C@@H](CN(C)C(=O)c2ccncc2)[C@@H](C)CN([C@H](C)CO)C(=O)c2cc(NS(=O)(=O)c3cccs3)ccc2O1
(47) O=C(CNc1ccc2ccccc2c1)N/N=C/c1ccccn1
(48) O=C(Nc1cccc(Cl)c1)N1CCSc2cc(Cl)ccc21
assay / compound	41	42	43	44	45	46	47	48
Cneo AK release	4	0	-1	4	-1	-6	-3	0
C2C12 statin	-15	-10	/	-11	14	/	-1	16
miR122 inh	-2	/	1	-16[16.7 µM]	4	13[16.7 µM]	2	-4
esBAF inh	1	-1	/	-5	-17	-5	-4	-1
SIRT5 block	2	1	-1	2	-2	-3	0	/
ERp5 block	-7	-9	5	-6	-6	1	-2	/
ARNT-TACC3 inh	-9	5	0	3	-20	-6	/	-4

(49) O=S(=O)(c1ccccc1)N1CCCCN2[C@@H](CO)[C@H](c3ccc(C#Cc4ccccc4)cc3)[C@@H]2C1
(50) C[C@H]1CN([C@@H](C)CO)S(=O)(=O)c2ccc(C#CCN(C)C)cc2O[C@H]1CN(C)Cc1ccncc1
(51) COc1ccc(OC)c(S(=O)(=O)N2CCN(C34CC5CC(CC(C5)C3)C4)CC2)c1
(52) C[C@@H]1CN([C@@H](C)CO)C(=O)c2cc(C#CCN(C)C)cnc2O[C@H]1CN(C)C(=O)c1ccc(F)cc1
(53) O=C(CN1CCS(=O)(=O)CC1)NNC(=O)C1CCCCC1
(54) CCCCNc1cc(=O)n(C)c(=O)n1C
(55) C[C@H]1CCCCO[C@@H](CN(C)Cc2ccccc2)[C@@H](C)CN([C@@H](C)CO)C(=O)c2cc(NS(=O)(=O)c3cccs3)ccc2O1
(56) COc1ccc(CC(=O)Nc2cccc(-c3nnc(-c4cccc(C)c4)o3)c2)cc1OC
assay / compound	49	50	51	52	53	54	55	56
Cneo AK release	2	-2	-2	-3	/	1	5	4
C2C12 statin	/	-2	9	-4	/	10	/	-68
miR122 inh	-16[16.7 µM]	2[16.7 µM]	4	-9[16.7 µM]	-6	-3	-6[16.7 µM]	/
esBAF inh	/	-4	-6	2	/	-10	3	-3
SIRT5 block	4	1	/	8	-4	/	-3	3
ERp5 block	1	-8	/	-8	-3	/	2	-5
ARNT-TACC3 inh	20	-5	-3	6	2	9	6	-2

(57) CCC(CC)NC(=O)COc1ccc(OC)cc1C=O
(58) COc1cccc(C(=O)OCCN2CCCCC2)c1
(59) CCOc1cc(C(=O)NC(C)CCc2ccccc2)cc(OCC)c1OCC (stereo not drawn)
(60) COc1ccc(NC(=O)Nc2cccc3c2O[C@H](CN(C)S(=O)(=O)c2ccc(Cl)cc2)[C@@H](C)CN([C@H](C)CO)C3=O)cc1
(61) O=C(CN1CCOCC1)Nc1ncc(Cc2cccc(Cl)c2Cl)s1
(62) CCN1C(=O)[C@H]2[C@@H](c3ccc(C)cc3)N[C@]3(CCCN(Cc4ccc(F)cc4)C3=O)[C@H]2C1=O
(63) C[C@H](NC(=O)C[C@H]1CC[C@@H](NC(=O)Nc2ccc3c(c2)OCO3)[C@@H](CO)O1)c1ccccc1
(64) C/C=C/c1ccc2c(c1)O[C@H](CN(C)Cc1cccc(F)c1)[C@@H](C)CN([C@@H](C)CO)S2(=O)=O
assay / compound	57	58	59	60	61	62	63	64
Cneo AK release	/	5	6	-1	/	0	-2	-9
C2C12 statin	/	/	-10	-25	/	-2	22	-17
miR122 inh	/	12	/	10[16.7 µM]	/	-2	-9[16.7 µM]	/
esBAF inh	/	-3	-8	6	/	0	5	-2
SIRT5 block	-2	/	0	-3	-3	0	1	17*
ERp5 block	8	/	1	8	3	3	0	/
ARNT-TACC3 inh	-1	0	-7	-4	-7	/	0	3

No enrichment for hits; about 4% have a hit in one of these screens.
